TRb SRC2 PPI – inhibitors of human thyroid hormone receptor beta-SRC2 interaction; P10828; TRbeta-SRC2 peptide binding, fluorescence polarization; receptor liganded with 1 µM T3; Potency, µM (titrated, usually from 106 µM), without a hit: at the top dose activity change, negative = inhibition, usual class: inhibitors; 0.065% of 280,000 active; AID 1469;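 also: plate controls were bound peptide for no effect and peptide without receptor for full effect; nearly all actives have a fitted effect of over 50% in size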
Target sequence (P10828 whole entry, looked up): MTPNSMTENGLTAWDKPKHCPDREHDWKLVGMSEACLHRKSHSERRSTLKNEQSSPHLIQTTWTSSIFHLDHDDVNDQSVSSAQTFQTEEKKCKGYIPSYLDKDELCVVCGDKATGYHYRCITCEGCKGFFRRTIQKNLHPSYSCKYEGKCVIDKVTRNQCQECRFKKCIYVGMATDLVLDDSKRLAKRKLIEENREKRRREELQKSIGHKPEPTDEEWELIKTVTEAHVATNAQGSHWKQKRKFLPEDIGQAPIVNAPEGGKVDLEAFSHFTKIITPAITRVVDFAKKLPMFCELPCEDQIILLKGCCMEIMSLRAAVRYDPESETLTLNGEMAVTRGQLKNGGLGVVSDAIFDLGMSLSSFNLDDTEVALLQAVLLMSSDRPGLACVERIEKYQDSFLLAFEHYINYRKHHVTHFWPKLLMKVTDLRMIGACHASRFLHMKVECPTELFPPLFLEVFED
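Fluorescence polarization of 20 nM Texas Red SRC2 peptide (20-aa NR interaction domain) bound to 0.6 uM human TRb ligand-binding domain, with 1 uM T3, after 5 hr at ambient temperature; inhibition seen as decreased polarization.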
GAA glycogen – inhibitors or activators of human alpha-glucosidase glycogen cleavage; P10253; recombinant GAA, glycogen substrate, Amplex Red glucose oxidase fluorescence; Potency, µM (doses to about 76.4 µM), for inactives: top-dose activity change, negative = inhibition, actives largely listed as inhibitors; 0.38% of 300,000 active;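 also: 0% = full enzyme reaction and -100% = no-enzyme basal signal; the screen sought inhibitors and activators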
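Recombinant human enzyme (4 nM); glycogen substrate; 37 C, 40 min, pH 5.0. Readout: coupled glucose oxidase/Amplex Red fluorescence.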
TR SRC2 fluor cs – Texas Red fluorescence interference in TRb-SRC2 counter-screen; TRb/SRC2 Texas Red total fluorescence interference; Potency, µM (titrated, usually from 106 µM), for inactives: at the top dose fluorescence change, negative = quenching; 0.29% of 280,000 active; AID 1479; active = well fitted curve in either direction with a large enough effect; inconclusive = small, poorly fitted or top-dose-only effect
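Human TRb ligand-binding domain at 0.6 uM with 20 nM Texas Red SRC2 peptide in Tris buffer containing 1 uM T3 and 5% DMSO, incubated with compound 5 h at ambient temperature. Total fluorescence (555/632 nm) calculated as parallel + 2 × perpendicular.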
Starred values were filed as active, the others as inactive; ? = inconclusive; & = joins results of further samples; [ ] = dose if it differs, or a comment. Unless noted, calls follow the shape of the dose curve; as a rule, active = well fitted curve in the direction sought with a large enough effect; inconclusive = small, poorly fitted or top-dose-only effect, or another doubt; inactive = no such curve, though single readings can be large; an effect the other way counts as inactive or inconclusive. Unless noted, % is scaled to controls: 0 for no effect and ±100 for the full control effect; potency is read from the fitted curve at half-maximal effect.

SMILES | TRb SRC2 PPI | GAA glycogen | TR SRC2 fluor cs
COc1cc(NS(=O)(=O)c2ccc(NC(=O)COc3ccc(Cl)cc3Cl)cc2)nc(OC)n1 | 0% | 0%[76.3 µM] | -3%
Cc1cc(C)c(OCCOCCn2c(-c3ccc(Cl)cc3)nc3ccccc3c2=O)c(C)c1 | 2% | -4%[76.3 µM] | -4%
CCSc1nc2c(c(=O)[nH]c(=O)n2C)n1CC(O)COc1ccc(Cl)cc1 (centres undefined) | 6% | -2%[76.3 µM] | 4%
CCC(C(=O)Nc1ccc(C)c(Cl)c1)n1c(=O)c(-c2ccccc2NC(C)=O)nc2ccccc21 (centres undefined) | 2% | -15%[76.3 µM] | -1%
COC(=O)C1=C(C)N(C(C)C)C(=O)C1(NC(=O)c1ccccc1OC)C(F)(F)F (centres undefined) | 10% | -14%[76.3 µM] | 6%
CCn1cc(C(=O)N2CCN(c3ccccc3F)CC2)c(=O)c2cc(S(=O)(=O)N(C)C)ccc21 | -1% | -7%[76.3 µM] | 1%
O=C(COc1ccccc1F)Nc1ccc2nc(SCCOc3ccccc3)sc2c1 | -5% | 15%[76.3 µM] | -19%
CCOc1ccc(C(=O)N2CC(=O)Nc3ccc(C)cc3C2c2ccc(F)cc2)cc1OCC (centres undefined) | 3% | 14%[76.3 µM] | -2%
Cc1ccc2c(c1)cc1c(=O)n(CC(=O)N(C)c3ccccc3)nc(C)n12 | 9% | 0%&-2%[76.3 µM] | -4%
Cc1ccc(-c2cc(NC(=O)c3cccc(C)c3)on2)cc1 | -5% | -3%[76.3 µM] | ?
CCn1c(=O)c2cc(C(=O)NCCCN(C)Cc3ccccc3)sc2c2ccccc21 | -7% | 17%[76.3 µM] | -7%
CCc1cccc(C)c1NC(=O)C1CCN(S(=O)(=O)Cc2ccccc2)CC1 | -8% | -5%[76.3 µM] | -3%
COc1ccc2c(c1)-c1nc(NC(=O)c3ccc(OC)c(Br)c3)sc1CC2 | -2% | 18%[76.3 µM] | 0%
COc1ccc(-c2nc3ccccc3s2)cc1NC(=O)c1ccccc1OC | -20% | -4%[76.3 µM] | ?
CCOC(=O)c1ccc(NC(=O)CCc2c(C)nc3nc[nH]n3c2=O)cc1 | 4% | 10%[76.3 µM] | -16%
COc1ccc(NC(=O)CN2C(=O)COc3ccc(S(=O)(=O)N4CCCCC4)cc32)cc1Cl | -7% | -11%[76.3 µM] | 0%
Cc1nc(SCCOc2ccc(Cl)cc2)[nH]c(=O)c1Cc1ccccc1 | 2% | -2%[76.3 µM] | -8%
Cc1ccc2c(CC(=O)Nc3c(C(=O)c4ccc(F)cc4)oc4ccccc34)coc2c1C | ? | -5%[76.3 µM] | -21%[53 µM]
CCOc1ccc(CCNC(=O)c2cc3c(=O)n(C)c4ccccc4c3n2C)cc1OCC | 7% | -4%[76.3 µM] | ?
CCN(CC)c1ccc(NC(=O)c2sc3nc4c(cc3c2N)CN(C)CC4)cc1 | -4% | -14%[76.3 µM] | 6%
O=C(Nc1ccccc1)N(Cc1cccs1)c1ccc(F)cc1 | -2% | 15%[76.3 µM] | -36%
CCN(Cc1ccc(OC)cc1)c1ccc(-c2nc(-c3ccncc3)no2)cc1[N+](=O)[O-] | 1% | 18%[76.3 µM] | -1%
CCOC(=O)c1cnc2cc(C(F)(F)F)ccc2c1N1CCN(c2ccc(F)cc2)CC1 | 0% | -22%[76.3 µM] | ?
COc1ccc(OC)c(CNC(=O)c2cc3c(-c4ccc(OC)c(OC)c4)nn(C)c3s2)c1 | -2% | 10%[76.3 µM] | -4%
Cc1ccc(NC(=O)Cn2c(=O)n(CCCS(=O)(=O)C3CCCCC3)c(=O)c3ccccc32)cc1F | -2% | 12%[76.3 µM] | 0%
CCOc1ccc(NC(=O)CCS(=O)(=O)c2cccc3nonc23)cc1 | -3% | 15%[76.3 µM] | -3%
CC(C)CC(=O)Nc1nc2c(s1)CC(C(C)(C)C)CC2 (centres undefined) | 2% | -7%[76.3 µM] | 0%
O=C(c1ccc2c(c1)N(Cc1ccc(Cl)cc1)C(=O)c1ccccc1S2(=O)=O)N1CCN(c2ccccn2)CC1 | -1% | 11%[76.3 µM] | 3%
CCc1ccccc1NC(=O)c1sc(-n2nc(C)c(Cc3ccccc3)c2C)nc1C | -5% | -1%[76.3 µM] | 4%
Cc1ccccc1Nc1c(-c2ccc(N3CCOCC3)cc2)nc2ccccn12 | 11% | ? | -2%

Copied from the list:
TRb SRC2 PPI, CCN(Cc1ccc(OC)cc1)c1ccc(-c2nc(-c3ccncc3)no2)cc1[N+](=O)[O-] reads 1%
TRb SRC2 PPI, CCOC(=O)c1cnc2cc(C(F)(F)F)ccc2c1N1CCN(c2ccc(F)cc2)CC1 reads 0%

Continuation.
SMILES | TRb SRC2 PPI | GAA glycogen | TR SRC2 fluor cs
COc1ccccc1CNc1nc2c(S(=O)(=O)c3ccc(C)c(C)c3)nnn2c2ccc(Cl)cc12 | -9% | -8%[76.3 µM] | 2%
COc1cccc(NC(=O)N2CCC(CN3CCOCC3)CC2)c1 | -6% | -3%[76.3 µM] | 1%
Cc1ccccc1CNC(=O)c1ccc2c(c1)N(Cc1ccccc1)CCS2 | -5% | -9%[76.3 µM] | 2%
CCOc1ccccc1N1CC(c2nc3ccccc3n2CCCCOc2cc(C)ccc2C)CC1=O (centres undefined) | -5% | 0%[76.3 µM] | -1%
COc1ccc(OCC(=O)N2CCN(C(=O)c3ccc(OC)cc3)CC2)cc1 | -2% | 18%[76.3 µM] | -3%
CC1=C(C(=O)Nc2ccccc2C)C(c2ccncc2)n2nc(SCc3ccccc3Cl)nc2N1 (centres undefined) | 6% | 14%[76.3 µM] | -2%
CC1CN(C(=O)N2CCC(C(=O)NCc3cccs3)CC2)c2ccccc2O1 (centres undefined) | -3% | -1%[76.3 µM] | 6%
COc1ccc(-n2cc(-c3ccc4c(c3)OCO4)n(CC(=O)Nc3cccc(C)c3)c2=O)cc1 | 2% | 16%[76.3 µM] | -1%
Cc1c(Cl)cccc1NC(=O)CCS(=O)(=O)c1cccc2nsnc12 | 6% | 14%[76.3 µM] | -1%
COc1ccc(OC)c(CNC(=O)C(C)n2c(C)c3cnn(-c4ccccc4)c(=O)c3c2C)c1 (centres undefined) | 7% | -2%[76.3 µM] | -2%
Cc1ccc(CO)cc1Nc1ncnc2onc(-c3ccc(F)cc3)c12 | 2% | 11%[76.3 µM] | -2%
O=S(=O)(c1ccc(F)cc1)N1CCC(Oc2ccc(-n3cnnn3)cc2)CC1 | 4% | -15%[76.3 µM] | -3%
CC1(C)CC(=O)c2cc(-c3nc(-c4ccc(Cl)cc4)cs3)c(=O)n(-c3ccc(Cl)cc3)c2C1 | 2% | 12%[76.3 µM] | -17%
COc1ccc(CCNc2nc3c(c(=O)n(C)c(=O)n3C)n2Cc2ccccc2Cl)cc1OC | 4% | -14%[76.3 µM] | 0%
Cc1ccc(CNC(=O)Cn2cc3c(n2)-c2c(oc(C(=O)N4CCOCC4)c2C)CC3)cc1 | 4% | -10%[76.3 µM] | 0%
Cc1cccc(C(=O)NCc2nc3ccccc3n2Cc2ccccc2Cl)c1 | 5% | -12%[76.3 µM] | 0%
CCC(=O)N1CCc2cc(S(=O)(=O)NC(C(=O)Nc3ccc(C(C)=O)cc3)C(C)C)ccc21 (centres undefined) | -1% | -11%[76.3 µM] | -2%
Cc1oc2ccc(O)c(CN3CCN(C)CC3)c2c1C(=O)Nc1ccc(C(C)C)cc1 | -12% | 0%[76.3 µM] | 3%
CC(=O)c1ccc(NC(=O)COCc2cc(-c3ccco3)on2)cc1 | -3% | -2%[76.3 µM] | 5%
CCCCN(CC)C(=O)c1nn(C)c2c1CSc1ccccc1-2 | 6% | -14%[76.3 µM] | -1%
O=c1c(=O)n(-c2ccccc2)ccn1Cc1cccc(C(F)(F)F)c1 | -4% | 1%[76.3 µM] | 6%
CNC(=O)COc1ccc(NC(=O)c2ccc(-c3nn(C)c(=O)c4ccccc34)cc2)cc1 | 3% | 11%[76.3 µM] | 5%
Cc1ccc(NC(=O)CC2Nc3cc(C)c(C)cc3NC2=O)c(C)c1 (centres undefined) | 5% | ? | -2%
Cc1ccc(CN(Cc2ccco2)c2cnc(S(C)(=O)=O)nc2C(=O)Nc2ccccc2Br)o1 | -9% | -8%[76.3 µM] | ?
COc1cccc(Cn2nnc3c(=O)[nH]c(C4CCN(C(=O)c5ccccc5Cl)CC4)nc32)c1 | 1% | 10%[76.3 µM] | -18%
COc1ccc(OC)c(-n2c(=O)[nH]c3cc(C(=O)NCCc4ccc(OC)c(OC)c4)ccc3c2=O)c1 | -5% | -4%[76.3 µM] | -1%
O=C(Nc1ccc2nc(SCC(=O)N3CCCC3)sc2c1)c1ccccc1F | 1% | 14%[76.3 µM] | -16%
CCCCC(CC)CNC(=O)CN(C)S(=O)(=O)c1ccc2c(c1)c(=O)n(C)c(=O)n2C (centres undefined) | 6% | 16%[76.3 µM] | 3%
COc1ccc(-n2c(=O)c3ccccc3n(Cc3ccccc3C)c2=O)c(OC)c1 | -2% | 13%[76.3 µM] | -2%
Cc1ccc(NC(=O)CN2C(=O)C(c3ccc(C)cc3)=NC23CCCCCC3)cc1 | 3% | -9%[76.3 µM] | -2%

Reformatted: entries from further up.
compound,TRb SRC2 PPI,GAA glycogen,TR SRC2 fluor cs
Cc1ccc2c(c1)cc1c(=O)n(CC(=O)N(C)c3ccccc3)nc(C)n12,9%,0%&-2%[76.3 µM],-4%
CC(C)CC(=O)Nc1nc2c(s1)CC(C(C)(C)C)CC2 (centres undefined),2%,-7%[76.3 µM],0%
COC(=O)C1=C(C)N(C(C)C)C(=O)C1(NC(=O)c1ccccc1OC)C(F)(F)F (centres undefined),10%,-14%[76.3 µM],6%
CCSc1nc2c(c(=O)[nH]c(=O)n2C)n1CC(O)COc1ccc(Cl)cc1 (centres undefined),6%,-2%[76.3 µM],4%
Cc1ccc(NC(=O)Cn2c(=O)n(CCCS(=O)(=O)C3CCCCC3)c(=O)c3ccccc32)cc1F,-2%,12%[76.3 µM],0%
CCOc1ccc(C(=O)N2CC(=O)Nc3ccc(C)cc3C2c2ccc(F)cc2)cc1OCC (centres undefined),3%,14%[76.3 µM],-2%

Following part
SMILES | TRb SRC2 PPI | GAA glycogen | TR SRC2 fluor cs
Cc1cc(NC(=O)N2CCC(CN3CCCCCC3)CC2)ccc1Br | -3% | 10%[76.3 µM] | 5%
Cc1ccc(CN2CCSc3ccc(C(=O)N4CCN(c5ccc(Cl)cc5)CC4)cc32)cc1 | -13% | 0%[76.3 µM] | -1%
Cc1ccc(C(=O)Nc2ccc3[nH]c(=O)c(=O)[nH]c3c2)cc1 | -6% | 19%[76.3 µM] | -1%
COc1cccc(-n2c(=O)c3c(C)c(C)sc3n(Cc3ccccc3C#N)c2=O)c1 | -4% | 5%[76.3 µM] | -1%
Cc1ccc(C)c(Cn2c3ccccc3c3cnn(CC(=O)NC4CCCCCC4)c(=O)c32)c1 | -7% | -6%[76.3 µM] | -3%
Clc1ccc(N2CCN(Cc3nnc(-c4ccc5c(c4)OCO5)o3)CC2)cc1 | 5% | -12%[76.3 µM] | -2%
CCOc1ccc(C(=O)c2cn(CC(=O)Nc3ccc(F)c(F)c3)c3cc4c(cc3c2=O)OCCO4)cc1 | -6% | -17%[76.3 µM] | -1%
O=C(Nc1ccc2nc(SCc3ccccc3)sc2c1)c1ccccc1F | 7% | 11%[76.3 µM] | 4%
CCOc1ccc(CCNC(=O)CSc2nnnn2-c2ccc(C)cc2C)cc1OCC | -3% | -1%[76.3 µM] | 0%
Cc1ccc(CSC2=Nc3ccccc3C3=NC(CCC(=O)N4CCN(c5ccccc5)CC4)C(=O)N23)cc1 (centres undefined) | -7% | 5%[76.3 µM] | -1%
O=C(Cn1cnc2c(oc3ccccc32)c1=O)Nc1ccccc1C(F)(F)F | -1% | 9%[76.3 µM] | 4%
CCn1cc(C(=O)NCc2ccccc2Cl)c(=O)c2cc(S(=O)(=O)N3CCOCC3)ccc21 | 1% | 8%[76.3 µM] | 0%
CCOc1ccc(C(=O)Nc2ccc3oc(-c4ccc5ccccc5c4)nc3c2)cc1 | -1% | 16%[76.3 µM] | 8%
CCOc1ccc(Nc2c(S(=O)(=O)c3ccccc3)cnc3ccc(F)cc23)cc1 | -14% | -20%[76.3 µM] | ?
Cc1cccc(-c2nc(N3CCN(c4ccc(F)cc4)CC3)c3ccccc3n2)c1 | 2% | -1%[76.3 µM] | 1%
NC(=O)c1cc(S(=O)(=O)N2CCN(c3cccc(C(F)(F)F)c3)CC2)cs1 | 0% | 21%[76.3 µM] | -1%
CCS(=O)(=O)c1oc(-c2ccc(F)cc2)nc1S(=O)(=O)c1ccc(Br)cc1 | -4% | 11%[76.3 µM] | 6%
CCc1ccccc1NC(=O)N1CCOc2ccccc21 | 0% | 5%[76.3 µM] | 0.0089µM*[quencher]
O=C(NCCc1ccccc1)C(=O)NCC(c1cccnc1)N1CCN(c2ccccc2)CC1 (centres undefined) | -7% | 15%[76.3 µM] | ?

Only part of the results is shown, so the mix of outcomes need not match the whole.
